SENP6 inh – SENP6 protease inhibition. Recombinant SENP6 catalytic domain, aminoluciferin luminescence. inhibition, % at 10 µM. actives 1.8% (n = 330,000). AID 2599;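 active means inhibition above about 50% at the single tested dose, limit read from the data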;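 further: plate controls were DMSO wells with enzyme for no effect and DMSO wells lacking enzyme for full effect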
NR3A LBD binder – NR3A (human) ligand-binding domain modulation | actives 2.5% (n = 340,000) | Tm shift relative to glycine control, % at 25 µM | NR3A LBD differential scanning fluorimetry, Tm shift; 0% = protein alone, 100% = glycine-bound protein;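 active means melting temperature shift of at least 10% of the positive control shift, at one fixed dose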
ATG4B inh – inhibitors of human ATG4B cysteine protease; Q9Y4P1; ATG4B cleavage of LC3-PLA2, NBD-HPC fluorescence, 1 h; inhibition, % at 8.33 µM; actives 0.51% (n = 340,000); AID 504462; in the data active means inhibition above about 40%
Target sequence (Q9Y4P1 whole entry, looked up): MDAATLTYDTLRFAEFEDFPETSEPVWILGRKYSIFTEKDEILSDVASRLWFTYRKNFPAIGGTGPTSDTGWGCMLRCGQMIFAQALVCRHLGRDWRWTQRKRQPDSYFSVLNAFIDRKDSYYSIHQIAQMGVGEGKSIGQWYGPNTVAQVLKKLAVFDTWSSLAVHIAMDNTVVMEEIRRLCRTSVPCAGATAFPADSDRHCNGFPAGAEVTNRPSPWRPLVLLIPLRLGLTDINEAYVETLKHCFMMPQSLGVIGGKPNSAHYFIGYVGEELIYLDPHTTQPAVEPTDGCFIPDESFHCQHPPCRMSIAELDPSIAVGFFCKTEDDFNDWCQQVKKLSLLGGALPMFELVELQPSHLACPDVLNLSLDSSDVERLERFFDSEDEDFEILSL
MPTP block – inhibitors of mitochondrial permeability transition pore; actives 1.4% (n = 360,000); isolated mouse mitochondria, Ca2+ swelling absorbance, 30 min; inhibition, % at 10 µM;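 active means inhibition of 50% or more, scaled per plate between neutral and stimulator controls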;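 further: 0% = DMSO wells given calcium and 100% = 1 mM EGTA wells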
PfGluPho inh – PfG6PD (Plasmodium falciparum) enzyme inhibition; PfGluPho enzyme, NADPH resazurin-diaphorase fluorescence; inhibition, % at 20 µM; actives 0.78% (n = 350,000);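 active means inhibition reaching at least a set limit at 20 µM in the primary screen, cut at about 59% in these data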;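 further: 0% = DMSO wells with substrate and 100% = DMSO wells lacking glucose-6-phosphate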
SENP7 block – blocks the human protease SENP7 | inhibition, % at 5 µM | Q9BQF6 | recombinant SENP7, Z-RLRGG-aminoluciferin luminescence, 40 min | actives 1.5% (n = 330,000) | AID 434973;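 active means inhibition above about 50% at the single test dose, limit read from the data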;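 further: plate controls were DMSO with enzyme for no effect and no enzyme buffer wells for full effect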
Target sequence (Q9BQF6 706-1050 limits assumed): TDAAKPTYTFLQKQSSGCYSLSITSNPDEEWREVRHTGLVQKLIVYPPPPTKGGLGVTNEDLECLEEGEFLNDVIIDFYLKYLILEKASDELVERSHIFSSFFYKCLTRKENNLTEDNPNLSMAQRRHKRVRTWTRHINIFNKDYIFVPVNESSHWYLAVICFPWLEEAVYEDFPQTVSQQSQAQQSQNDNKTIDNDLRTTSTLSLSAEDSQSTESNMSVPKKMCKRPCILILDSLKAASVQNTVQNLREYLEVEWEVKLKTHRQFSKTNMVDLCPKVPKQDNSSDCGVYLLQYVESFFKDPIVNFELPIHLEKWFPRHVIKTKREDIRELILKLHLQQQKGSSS
HKDC1 inhibitor – inhibitors of human hexokinase HKDC1 | Q2TB90 | recombinant HKDC1, G6PDH/diaphorase resazurin coupled fluorescence | inhibition, % at 20 µM | actives 0.16% (n = 340,000);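 active means inhibition above about 35% when tested at 20 µM, limit read from the data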;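 further: plate controls were DMSO wells with enzyme for no effect and DMSO wells lacking enzyme for full effect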
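Test system: Recombinant HKDC1 (HK5) hexokinase enzyme, produced in-house | Input: HKDC1 at 5 µg/mL | Buffer or medium: Tris pH 8.0 buffer with MgCl2, Tween-20, BSA, BME | Schedule: 90 min reaction incubation at room temperature, dark | Technique: Resazurin-to-resorufin fluorescence via G6PDH and diaphorase coupling, 525/613 nm | Controls: DMSO wells with and without enzyme mix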
SENP8 block – SENP8 (human) protease inhibition; Q96LD8; recombinant SENP8, Nedd8 substrate fluorescence; inhibition, % at 20 µM; actives 0.64% (n = 360,000); in the data active means inhibition mostly above about 40%, no sharp cut-off; inactive means mostly below about 27%
Target sequence (Q96LD8 whole entry, looked up): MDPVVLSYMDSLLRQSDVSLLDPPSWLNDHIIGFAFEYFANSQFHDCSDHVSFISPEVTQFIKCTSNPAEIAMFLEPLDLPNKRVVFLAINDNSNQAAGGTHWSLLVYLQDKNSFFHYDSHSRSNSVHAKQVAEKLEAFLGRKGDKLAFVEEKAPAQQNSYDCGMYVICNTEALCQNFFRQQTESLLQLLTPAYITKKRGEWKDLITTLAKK
* = called active by the depositor; · = not tested or not shown.

| SMILES | SENP6 inh | NR3A LBD binder | ATG4B inh | MPTP block | PfGluPho inh | SENP7 block | HKDC1 inhibitor | SENP8 block |
| --- | --- | --- | --- | --- | --- | --- | --- | --- |
| Cn1c(SCc2ccc(Br)cc2)nnc1-c1ccncc1 | -13 | -1 | -1 | -1.8 | -4 | -3 | -3 | 9 |
| O=C(NNc1nc(-c2ccccc2)c2cc(Br)ccc2n1)c1ccc(S(=O)(=O)N2CCOCC2)cc1 | -4 | -7 | -4 | 0.5 | -9 | -2 | -5 | 4 |
| Cc1cc(O)c(C(C)C)cc1N=Cc1ccc([N+](=O)[O-])cc1 | · | -3 | 1 | 3.2 | 91* | · | 26 | 95* |
| O=C(Nc1cccc(O)c1)c1ccc(C(F)(F)F)cc1 | 74* | -1 | -1 | 1.2 | 3 | 72* | 7 | 8 |
| O=C(N/N=C/c1ccc(Br)s1)Nc1ccccc1 | -11 | 20* | -17 | 1.1 | 5 | 4 | -2 | 12 |
| CCOC(=O)COc1c(C(=O)OC)sc2ncccc12 | 10 | -2 | 5 | -0.9 | -10 | 2 | 0 | -4 |
| Cc1noc(C)c1COC(=O)c1ccccc1NC(=O)c1ccco1 | 18 | -2 | 3 | 0.3 | -13 | 10 | 3 | -108 |
| CC(NC(=O)c1cc2c(s1)CCCC2)C(C)(C)C (stereo unspecified) | 13 | -5 | 8 | -1.0 | 7 | 3 | 11 | 6 |
| Cc1nc(-c2ccccc2Cl)sc1C(=O)/C=C/N(C)C | -22 | -2 | -3 | -2.1 | 3 | -8 | -7 | 2 |
| CC1CCCCN1C(=O)Cn1c(=O)n(C2CCCCC2)c(=O)c2ccccc21 (stereo unspecified) | -1 | -1 | -3 | -1.4 | -5 | -5 | -3 | 4 |
| C/C(=N\NS(=O)(=O)c1cccc([N+](=O)[O-])c1)c1cc2ccccc2o1 | -1 | 1 | -2 | 7.0 | -18 | 1 | 5 | 8 |
| COc1cc(C)ccc1OCc1cc(C(=O)NCc2ccncc2)no1 | 3 | 1 | 6 | 0.3 | -4 | -6 | -8 | 1 |
| COc1ccc(S(=O)(=O)N2CCC(C(=O)Oc3ccc(C)cc3)CC2)cc1OC | -9 | 6 | -1 | -1.2 | -8 | 8 | 7 | 21 |
| COc1ccc(N2C(=O)CC(N(CCc3ccc(OC)c(OC)c3)C(=S)Nc3ccccc3)C2=O)cc1 (stereo unspecified) | 11 | 9 | -1 | -6.3 | 5 | 11 | -4 | 16 |
| CN(C)CCn1c(=O)n(-c2ccc(F)cc2)c(=O)c2c3c(sc21)CCCCC3 | 4 | -1 | -10 | -1.9 | 2 | -1 | -6 | 15 |
| CCOC(=O)c1c(NC(=O)CSC(=S)N(C)C)sc(C)c1C | -2 | 0 | -2 | 0.5 | -3 | 2 | -10 | 4 |
| CCOc1ccccc1CN1CCN(Cc2[nH]c3ccccc3c2C)CC1CCO (stereo unspecified) | 5 | 0 | -10 | -2.7 | -5 | 7 | 6 | -11 |
| Cc1ccccc1OCC(=O)NNC(=O)Cn1[nH]c(=O)c2ccccc2c1=O | -29 | -2 | -1 | 0.5 | 0 | -6 | -3 | 20 |
| CCNS(=O)(=O)c1ccc(CCC(=O)NCc2ccc(C)cc2)cc1 | -1 | -1 | 5 | -0.7 | 18 | -5 | -8 | 11 |
| CCCCn1c(=NC(=O)c2cccnc2)c(C#N)cc2c(=O)n3cccc(C)c3nc21 | -7 | -3 | -8 | 5.3 | 12 | -7 | 2 | -268 |
| CC(=O)Nc1ccc(S(=O)(=O)NNC(=O)c2ccc(C)cc2)cc1 | -20 | 2 | -6 | 4.3 | -17 | 1 | 2 | 16 |
| O=C1c2cccnc2Nc2ccccc2N1CCCF | 1 | -2 | 1 | 32 | 1 | -2 | -7 | 15 |
| CS(=O)Cc1cc(Sc2ccccc2)nc(-c2cccnc2)n1 (stereo unspecified) | -1 | -1 | -8 | 0.2 | 3 | 6 | 10 | -3 |
| COc1ccc(OC)c(Nc2nc3ccc(C)cc3n3cnnc23)c1 | -8 | 1 | 5 | 1.4 | 6 | -4 | 4 | -182 |
| Fc1ccc(/C=C\c2nccc3c2[nH]c2ccccc23)cc1 | -6 | 13* | -7 | 87* | 36 | -4 | 9 | -432 |
| Cn1c(N)c(C(=O)CSc2nc3ccccc3[nH]2)c(=O)n(C)c1=O | 3 | 0 | 7 | 0.3 | 16 | 3 | -2 | 19 |
| CCOCCCn1c(SCC(=O)Nc2ccc3[nH]c(=O)[nH]c3c2)nc2ccccc2c1=O | -17 | 0 | -2 | -0.8 | 3 | 13 | -2 | 17 |
| CC(C)(C)S(=O)(=O)N1Cc2ccc(CO)cc2[C@H]1CCO | · | 0 | -1 | 1.0 | 2 | · | -3 | 0 |
| CCCCCC(O)(CCN1CCCCC1)c1ccccc1 (stereo unspecified) | 6 | 1 | 5 | 1.5 | -3 | -5 | 0 | 24 |
| COc1ccc(S(=O)(=O)n2nc(OC(=O)c3ccccc3Br)cc2N)cc1 | -9 | -9 | 0 | -3.4 | -16 | -2 | 15 | 23 |
| CCCN(CC(=O)Nc1cc(Cl)ccc1Cl)C(=O)c1ccc2n[nH]nc2c1 | -12 | -2 | 8 | -0.5 | -25 | -4 | -1 | 13 |
| C/C(=N\OC(=O)c1ccc(Cl)cc1)c1nccs1 | 72* | -1 | 1 | 2.8 | 7 | 88* | 0 | 8 |
| COc1ccccc1NC(=O)COC(=O)C12CC3CC(CC(Br)(C3)C1)C2 | -9 | -2 | -8 | 0.1 | 15 | -2 | 2 | 16 |
| Cc1ccc(/C=C/C(=O)OCC(=O)Nc2ccc3[nH]c(=O)[nH]c3c2)o1 | -12 | 2 | -6 | -0.6 | 7 | -4 | 1 | 14 |
| O=C(O)c1cccnc1SCc1ccc([N+](=O)[O-])cc1 | 7 | 1 | -4 | 0.0 | -2 | 1 | -3 | 21 |
| O=C(CS(=O)c1cccc(C(F)(F)F)c1)Nc1ccc(Cl)cc1Cl (stereo unspecified) | -16 | -1 | -6 | 4.4 | 8 | -5 | 1 | 19 |

A stretch from further up:
| SMILES | SENP6 inh | NR3A LBD binder | ATG4B inh | MPTP block | PfGluPho inh | SENP7 block | HKDC1 inhibitor | SENP8 block |
| --- | --- | --- | --- | --- | --- | --- | --- | --- |
| Fc1ccc(/C=C\c2nccc3c2[nH]c2ccccc23)cc1 | -6 | 13* | -7 | 87* | 36 | -4 | 9 | -432 |
| Cn1c(N)c(C(=O)CSc2nc3ccccc3[nH]2)c(=O)n(C)c1=O | 3 | 0 | 7 | 0.3 | 16 | 3 | -2 | 19 |
| CCOCCCn1c(SCC(=O)Nc2ccc3[nH]c(=O)[nH]c3c2)nc2ccccc2c1=O | -17 | 0 | -2 | -0.8 | 3 | 13 | -2 | 17 |
| CC(C)(C)S(=O)(=O)N1Cc2ccc(CO)cc2[C@H]1CCO | · | 0 | -1 | 1.0 | 2 | · | -3 | 0 |
| CCCCCC(O)(CCN1CCCCC1)c1ccccc1 (stereo unspecified) | 6 | 1 | 5 | 1.5 | -3 | -5 | 0 | 24 |
| COc1ccc(S(=O)(=O)n2nc(OC(=O)c3ccccc3Br)cc2N)cc1 | -9 | -9 | 0 | -3.4 | -16 | -2 | 15 | 23 |
| CCCN(CC(=O)Nc1cc(Cl)ccc1Cl)C(=O)c1ccc2n[nH]nc2c1 | -12 | -2 | 8 | -0.5 | -25 | -4 | -1 | 13 |
| C/C(=N\OC(=O)c1ccc(Cl)cc1)c1nccs1 | 72* | -1 | 1 | 2.8 | 7 | 88* | 0 | 8 |
| COc1ccccc1NC(=O)COC(=O)C12CC3CC(CC(Br)(C3)C1)C2 | -9 | -2 | -8 | 0.1 | 15 | -2 | 2 | 16 |
| Cc1ccc(/C=C/C(=O)OCC(=O)Nc2ccc3[nH]c(=O)[nH]c3c2)o1 | -12 | 2 | -6 | -0.6 | 7 | -4 | 1 | 14 |
| O=C(O)c1cccnc1SCc1ccc([N+](=O)[O-])cc1 | 7 | 1 | -4 | 0.0 | -2 | 1 | -3 | 21 |
| O=C(CS(=O)c1cccc(C(F)(F)F)c1)Nc1ccc(Cl)cc1Cl (stereo unspecified) | -16 | -1 | -6 | 4.4 | 8 | -5 | 1 | 19 |

Additional results.
| SMILES | SENP6 inh | NR3A LBD binder | ATG4B inh | MPTP block | PfGluPho inh | SENP7 block | HKDC1 inhibitor | SENP8 block |
| --- | --- | --- | --- | --- | --- | --- | --- | --- |
| Cc1cc(Cl)ccc1OCC(=O)N(Cc1ccco1)C1CCS(=O)(=O)C1 (stereo unspecified) | 1 | 4 | -1 | 1.9 | 4 | 1 | -2 | 20 |
| COc1ccc(S(=O)(=O)N2CCCCC2)cc1NC(=O)Cc1sc(C)nc1-c1ccc(F)cc1 | -9 | -2 | -8 | -0.7 | 8 | 10 | -2 | 4 |
| Cn1c(=O)c2c(nc3n2CCS3)n(C)c1=O | -13 | 0 | 3 | 0.1 | -8 | -2 | -8 | 23 |
| CN(Cc1cccs1)C(=O)CSc1nnnn1C | -7 | 0 | 1 | 0.8 | -4 | 6 | -7 | 19 |
| O=[N+]([O-])c1cccc(/C=N/Nc2nc(N3CCCCC3)nc(N3CCCCC3)n2)c1 | -17 | -1 | 6 | 2.8 | 14 | 3 | -7 | 11 |
| CCCCS(=O)(=O)C1CCS(=O)(=O)C1 (stereo unspecified) | -1 | -4 | -3 | -2.5 | -8 | -1 | 0 | 16 |
| O=C(C1CC1)N1CCN=C1SCc1cccc(C(F)(F)F)c1 | -8 | -1 | 7 | -3.3 | -1 | 11 | -3 | 22 |
| COc1ccc(Nc2nnc(Cc3ccncc3)c3ccccc23)c(OC)c1 | -12 | 3 | -5 | -0.5 | 17 | -8 | 2 | 4 |
| CCC1CCCCN1S(=O)(=O)c1ccc(NC(=O)CSc2ncccc2C(=O)O)cc1 (stereo unspecified) | -3 | -1 | -7 | -0.3 | -28 | 8 | -7 | -19 |
| O=C(O)CC1Sc2nc3ccccc3n2C1=O (stereo unspecified) | 10 | 0 | 1 | 0.6 | -14 | 6 | -5 | 27 |
| Cc1cc(C)n(CCN(C)Cc2nc(Cc3ccccc3F)no2)n1 | 2 | -2 | 6 | -1.6 | -12 | 0 | -10 | 11 |
| Cc1cc(C)cc(NC(=S)N2CCN(C(=O)c3ccco3)CC2)c1 | -1 | 0 | -5 | -0.4 | 7 | -6 | -1 | 9 |
| COc1cc(OC)cc(C(=O)N2CCN(S(C)(=O)=O)CC2)c1 | -1 | 0 | 2 | 9.1 | -3 | -4 | 4 | 5 |
| C=CCNC(=S)NNC(=O)c1ccc([N+](=O)[O-])cc1 | -34 | -2 | 5 | -1.4 | 10 | -7 | -7 | 12 |
| O=C(Nc1ccc(N2CCCCC2)c(C(=O)O)c1)c1ccco1 | -6 | -3 | 1 | -1.5 | -11 | 6 | -2 | 3 |
| COc1ccc(CC(=O)OCC(=O)Nc2cc(S(=O)(=O)N3CCOCC3)ccc2N2CCCC2)cc1 | -32 | -1 | -7 | -3.8 | -4 | 9 | -1 | -7 |
| Cc1ccc(-c2noc(CCCC(=O)Nc3cccnc3)n2)cc1 | -1 | 2 | -11 | 5.0 | -1 | -7 | -4 | 24 |
| CCNC(=S)N1CCC(NC(=O)c2ccco2)CC1 | 1 | 1 | 1 | -1.0 | 8 | 9 | 2 | 34 |
| Cc1ccccc1S(=O)(=O)Cc1ccc(C(=O)N2CCN(c3ccc(F)cc3)CC2)o1 | 1 | 0 | 4 | 4.4 | 6 | 0 | 13 | 3 |
| O=C(Cn1ncc2c(=O)oc3ccccc3c21)NCCc1ccsc1 | -18 | -3 | -2 | -1.2 | 2 | -4 | -4 | 9 |
| COCCn1c(=NC(=O)c2cccs2)sc2cc(NC(C)=O)ccc21 | -11 | -4 | -9 | 0.5 | -1 | -1 | 2 | -421 |
| CCOC(=O)Cn1c2ccccc2n2nc(CCC(=O)O)c(=O)nc12 | -13 | -2 | 3 | -0.7 | -21 | -1 | 13 | -423 |
| CC(C)COP(=O)(c1ccc(N(C)C)cc1)C(O)c1ccc(Br)cc1 (stereo unspecified) | 17 | -1 | 2 | 0.8 | -8 | 1 | 2 | 10 |

High-throughput results from PubChem BioAssay.
